eIF4E 4G PPI – eIF4E–eIF4G protein interaction inhibitors, primary screen, biochemical, uHTS, TR-FRET, eIF4GI fragment. inhibition, % at 21.7 µM. Eukaryotic translation initiation factor 4E (Mus musculus) + Eukaryotic translation …. TR-FRET eIF4E-eIF4GI(517-606) binding, 2 h. 0.37% of 220,000 active;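 active means inhibition above about 30%, limit read from the data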;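 further: 0% = full FRET control wells and 100% = background wells lacking eIF4GI fragment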
Rad51 HR inh – human RAD51 strand exchange inhibitors, primary screen, biochemical, fluorescence | 0.085% of 200,000 active | inhibition, % at 10 µM | AID 1385, 2008 | hRad51 DNA strand exchange, fluorescence dequenching | DNA repair protein RAD51 homolog 1 (Homo sapiens), Q06609;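 active means inhibition above 40% at the single screening dose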;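 further: 0% = DMSO control wells and 100% = blanks with heterologous ssDNA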
Target sequence (Q06609 whole entry, looked up): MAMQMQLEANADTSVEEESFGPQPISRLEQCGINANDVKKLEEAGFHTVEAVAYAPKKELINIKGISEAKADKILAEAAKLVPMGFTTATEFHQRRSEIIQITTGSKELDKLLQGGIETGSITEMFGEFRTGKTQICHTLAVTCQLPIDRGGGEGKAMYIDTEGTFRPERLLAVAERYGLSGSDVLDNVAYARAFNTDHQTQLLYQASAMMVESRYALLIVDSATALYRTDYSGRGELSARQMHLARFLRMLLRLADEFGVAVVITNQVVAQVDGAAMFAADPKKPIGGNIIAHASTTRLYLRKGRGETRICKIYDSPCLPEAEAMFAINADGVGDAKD
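System: human Rad51 nucleoprotein filaments preassembled on unlabelled ssDNA. Reagent: labelled 47-mer dsDNA for strand exchange. Schedule: 30-min compound preincubation and 15-min exchange, both room temperature. Measured by: FRET fluorescence dequenching, excitation 485 nm, emission 520 nm. Read-out: Fluorescence-based percent inhibition, control- and blank-normalised. Benchmarks: plate controls and plate blanks.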
FXIa inh 1536 – human FXIa protease inhibitors, primary screen, biochemical, 1536-well | 0.14% of 220,000 active | Coagulation factor XI (Homo sapiens), P03951 | purified FXIa, Boc-Glu-Ala-Arg-AMC fluorogenic substrate | AID 798, 2007 | inhibition, % at 5 µM;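 active means inhibition of at least 40%; inactive means inhibition below 40%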;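 further: fluorescence of freed AMC excited at 355 nm; 0% = enzyme without compound and 100% = no enzyme blank; many of its hits are not listed in these tables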
FXIIa inh – human FXIIa protease inhibitors, primary screen, biochemical, 1536-well; purified FXIIa, Boc-QGR-AMC fluorogenic substrate, 2 h; inhibition, % at 5 µM; 0.3% of 220,000 active; AID 800, 2007; in the data active means inhibition above about 40%;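 further: 0% = enzyme with no compound and 100% = blank without enzyme; many of its hits are not listed in these tables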
Mdm2 ligase inh – MDM2-luciferase reporter signal enhancers, primary screen, MDM2 E3 ligase inhibitor project, cell-based, luminescence, 1536-well; 0.11% of 210,000 active; cell-based MDM2 ubiquitination luciferase reporter, 2 h; 0 = plate control, 100 = twice control, blank-subtracted; AID 1230, 2008; signal enhancement, % at 5 µM;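 active means signal enhancement of 30% or more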;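 further: luminescence tracks abundance of the self-degrading MDM2-luciferase fusion protein; higher signal means inhibition of MDM2 E3 ligase activity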
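Timing – 2 h compound exposure at 37 °C · Assay system – mammalian cells stably expressing self-ubiquitinating, self-degrading MDM2 E3–luciferase fusion · Amount – 2000 cells seeded into each well · Measure – % luminescence enhancement versus blank-corrected plate control mean · Measured by – SteadyLite luminescence, 15 min reagent step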
KLK5 inh – human KLK5 protease inhibitors, primary screen, biochemical, 1536-well; 0.59% of 210,000 active; recombinant hK5, fluorogenic AMC substrate cleavage; AID 873, 2007; Kallikrein-5 (Homo sapiens), Q9Y337; inhibition, % at 5 µM;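 active means inhibition of 40% or more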;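 further: 0% = enzyme controls without compound and 100% = no-enzyme blanks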
Wee1 degr inh – Wee1 degradation inhibitors, primary screen, cell-based, HeLa, Wee1K328M-luciferase, luminescence; reporter increase, % at 5 µM; 1.2% of 220,000 active; HeLa Luc-Wee1K328M stability; 100% = proteasome inhibitor MG132 effect;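 active means activation above the mean of all tested compounds plus 3 SD, set per screening run, cut at about 8.8% in these data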;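 further: cells exposed to compound for 20 h before luminescence read; 0% = DMSO alone and 100% = MG132 at 30 µM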
Target sequence (P30291 whole entry K328M): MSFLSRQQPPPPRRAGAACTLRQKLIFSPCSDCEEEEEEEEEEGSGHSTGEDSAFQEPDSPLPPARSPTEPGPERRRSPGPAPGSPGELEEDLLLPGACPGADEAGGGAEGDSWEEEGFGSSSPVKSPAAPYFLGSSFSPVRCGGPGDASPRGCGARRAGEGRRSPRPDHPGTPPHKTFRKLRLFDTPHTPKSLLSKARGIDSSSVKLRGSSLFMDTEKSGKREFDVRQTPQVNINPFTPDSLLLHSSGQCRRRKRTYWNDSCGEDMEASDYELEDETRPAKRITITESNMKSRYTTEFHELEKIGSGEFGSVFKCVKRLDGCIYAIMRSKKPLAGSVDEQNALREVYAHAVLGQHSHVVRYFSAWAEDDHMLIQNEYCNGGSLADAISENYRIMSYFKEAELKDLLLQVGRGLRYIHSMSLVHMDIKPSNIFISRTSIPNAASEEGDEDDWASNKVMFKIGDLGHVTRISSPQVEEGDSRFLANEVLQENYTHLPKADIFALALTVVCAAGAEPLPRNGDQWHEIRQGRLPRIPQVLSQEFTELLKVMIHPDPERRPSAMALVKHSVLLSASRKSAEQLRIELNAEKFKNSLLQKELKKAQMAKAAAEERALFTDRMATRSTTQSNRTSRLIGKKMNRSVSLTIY
p97 inhibitor – inhibitors of human p97 ATPase, primary screen, biochemical; recombinant p97 ATPase, Kinase-Glo ATP luminescence, 3 h; inhibition, % at 8 µM; Transitional endoplasmic reticulum ATPase (Homo sapiens), P55072; 0.42% of 220,000 active; in the data active means inhibition above about 15%;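 further: 0% = DMSO vehicle and 100% = wells lacking enzyme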
14-3-3 Bad inh – inhibitors of 14-3-3 zeta/Bad binding, primary screen, biochemical, TR-FRET, bovine 14-3-3 zeta; 0.71% of 220,000 active; 14-3-3 protein zeta/delta (Bos taurus), P63103; AID 781, 2007; TR-FRET 14-3-3zeta/Dy647-pBad peptide displacement, 1 h; inhibition, % at 21.7 µM;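 active means inhibition above about 70%, limit read from the data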;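 further: 0% = full 14-3-3 plus peptide FRET controls and 100% = background without 14-3-3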
Starred values were filed as active, the others as inactive; / = not tested or not shown; [ ] = dose if it differs, or a comment. Compounds as they come. Share with any hit: about 3.5%.

SMILES	eIF4E 4G PPI	Rad51 HR inh	FXIa inh 1536	FXIIa inh	Mdm2 ligase inh	KLK5 inh	Wee1 degr inh	p97 inhibitor	14-3-3 Bad inh
CC1=NN(c2ccccc2)C(=O)/C1=C\c1sccc1C	-6	-16	4	7	-63	3	-2	10	15
Cc1cc(C(F)(F)F)nc(CCNCc2c(C(=O)N3CCCC3)nc3ccccn23)n1	1	5	-1	6	-13	1	-1	-8	-4
N#CCc1nc2n(n1)Cc1ccccc1-2	-7[fluorescence artefact?]	-5	-9	-17	-2	1	-1	8	-18[fluorescence artefact?]
CCn1nc(C)c(CNC(=O)CCc2nnc(-c3ccc(C(C)=O)s3)o2)c1C	2	13	-5	3	5	-2	-1	3	-5
CCCCNC(=O)c1ccc2c(=O)n(CCCOCC)c(=S)[nH]c2c1	3	-9	6	-6	-25	7	-1	4	2
Cc1cc(NC(=O)Nc2ccc(Cl)cc2)n(-c2ccccc2)n1	-9	-4	-7	0	4	-6	1	-4	-4
CCOC(=O)c1c(C)[nH]c(C)c1C(=O)COC(=O)c1cccc(S(=O)(=O)N(CC)CC)c1	-7	/	3	21	6	-9	-3	-1	1[fluorescence artefact?]
CCCCC(c1nnnn1CS(=O)(=O)c1ccc(C)cc1)N1CCN(C)CC1 (stereo not drawn)	-1	-1	-2	10	-5	1	-5	0	9
O=C(Nc1nccs1)c1ccc(COc2ccc(F)cc2)o1	0	-2	-8	0	-2	-6	1	0	-6[fluorescence artefact?]
CC(C)COCC(O)CC(Cc1ccccc1)C(=O)NN (stereo not drawn)	5	10	-2	5	-1	1	0	2	-9
O=C(Cc1ccc(S(=O)(=O)N2CCOCC2)s1)Nc1ccccc1N1CCOCC1	2	-27	4	14	-2	9	1	-2	-17
CN(C)c1ccc(N/C=C/C(=O)c2ccco2)cc1	5[fluorescence artefact?]	-7	3	-9	-90	7	0	3	-1[fluorescence artefact?]

3 consecutive records already listed:
SMILES	eIF4E 4G PPI	Rad51 HR inh	FXIa inh 1536	FXIIa inh	Mdm2 ligase inh	KLK5 inh	Wee1 degr inh	p97 inhibitor	14-3-3 Bad inh
CC(C)COCC(O)CC(Cc1ccccc1)C(=O)NN (stereo not drawn)	5	10	-2	5	-1	1	0	2	-9
O=C(Cc1ccc(S(=O)(=O)N2CCOCC2)s1)Nc1ccccc1N1CCOCC1	2	-27	4	14	-2	9	1	-2	-17
CN(C)c1ccc(N/C=C/C(=O)c2ccco2)cc1	5[fluorescence artefact?]	-7	3	-9	-90	7	0	3	-1[fluorescence artefact?]

The results go on:
SMILES	eIF4E 4G PPI	Rad51 HR inh	FXIa inh 1536	FXIIa inh	Mdm2 ligase inh	KLK5 inh	Wee1 degr inh	p97 inhibitor	14-3-3 Bad inh
CC(=O)Nc1cccc(-c2nn[nH]n2)c1	4	14	5	16	/	4	-1	9	8
O=C(NNC(=S)Nc1ccc(Cl)cc1Cl)c1ccncc1	-1	2	9	13	-9	-63	0	0	-1
O=S(=O)(Nc1cc(S(=O)(=O)N2CCOCC2)ccc1N1CCOCC1)c1ccc2c(c1)OCCO2	0	-13	10	29	4	26	6	-6	17
O=C(CCCN1C(=O)S/C(=C\c2ccccc2)C1=O)NNC(=O)c1ccccc1O	0	1	3	2	5	-23	-1	8	-12
CCN1CCN(c2ncnc3c2cnn3-c2ccccc2)CC1	6	4	-10	-3	-2	-2	-1	-4	1
Cn1cc(C(=O)c2cccc(Cl)c2)cc1C#N	1	8	0	9	-3	5	-1	2	4
O=C(Nc1ccc(F)cc1F)c1cc2nc3c(c(C(F)(F)F)n2n1)CCCC3	2	/	3	10	-16	-8	-1	3	-23
CC(C)c1c(O)nc(SCCOc2ccc(Cl)cc2)[nH]c1=O	2	11	-3	4	-8	-1	3	-2	-3
CCn1cc(C2=NOC(C(=O)Nc3ccccc3C(=O)OC)C2)c(C)n1 (stereo not drawn)	-2	-2	4	14	-10	1	2	0	6
CC(NS(=O)(=O)c1ccc(CCC(=O)NCc2ccco2)cc1)c1ccccc1 (stereo not drawn)	-4	/	-3	2	8	-19	2	3	-8[fluorescence artefact?]
O=C(COC(=O)c1cc(S(=O)(=O)N2CCOCC2)ccc1Cl)Nc1ccc2c(c1)OCO2	0	-4	0	-7	4	-6	-1	-3	-7[fluorescence artefact?]
CC(c1ccccc1)N(CC(=O)NC1CCCCC1)S(=O)(=O)c1cccc(C(F)(F)F)c1 (stereo not drawn)	3	9	15	20	-15	11	5	2	5[fluorescence artefact?]
CCOc1ccc(NC(=O)N[C@@H](Cc2ccccc2)C(=O)O)cc1	0	/	2	8	-14	0	-3	-1	-13
COc1ccc(OC)c2c1CC(C)(C)NC2=O	3[fluorescence artefact?]	-1	1	-2	-13	-4	4	5	7
COc1cc([N+](=O)[O-])ccc1NC(=O)Nc1ccc2c(c1)OCCO2	2	2	0	6	-12	-5	-2	2	-1
CCCc1nc2ccccc2c(C(=O)OCC(=O)c2ccc3c(c2)NC(=O)CO3)c1CC	-8	-3	-2	-10	2	1	0	-9	-2
O=C(CSc1nccc(=O)[nH]1)N1CCN(c2ccccc2)CC1	0	-5	-4	-4	-14	-16	4	1	-7
CC(SCc1ccccc1)C(=O)N/N=C/c1ccc2c(c1)OCO2 (stereo not drawn)	0	2	15	26	-5	0	3	-6	-8
Cc1ccccc1NC(=O)c1ccccc1NC(=O)c1ccco1	6	-1	-4	7	-1	-3	1	-4	4
CN(C)C(=O)CSc1nc2ccc(N3C(=O)c4ccccc4C3=O)cc2s1	2	/	-4	-4	5	-2	-2	2	0
C[C@@]12CCC=C[C@H]1[C@H](c1ccc(/C=C/c3ccccc3)cc1F)N(Cc1ccccc1)C2=O	9	-6	2	7	-1	11	/	/	0
COc1ccccc1OCc1ccc(C(=O)NCc2ccco2)o1	0	-1	-8	5	-8	1	-2	2	-8
CN(C)S(=O)(=O)c1ccc(C(=O)NCC(=O)N/N=C/c2cccs2)cc1	-2	-1	-5	5	-5	-1	2	2	-7
CN(C)S(=O)(=O)c1ccc(Cl)c(C(=O)Nc2cccc([N+](=O)[O-])c2)c1	-2	-4	-1	5	-15	-5	1	2	-4
O=C(CO/N=C/c1ccc(OC(F)F)cc1)NCc1cccs1	-2	/	1	9	-7	-5	4	2	-22
COc1cc(-c2nnc(SCc3cccnc3)n2C)cc(OC)c1O	8	5	2	13	-8	-4	0	9	-8
CCOC(=O)c1ccc(NC(=O)c2nc[nH]c2C(=O)N[C@@H](C)C(=O)OC(C)(C)C)cc1	-3	7	5	10	-6	0	/	/	-10
CCC1CCCCN1C(=O)CSc1nnc(CNC(=O)c2cc(OC)c(OC)c(OC)c2)o1 (stereo not drawn)	-4	-7	-4	2	-11	-9	2	-9	-6
CC1(C)SC(=Nc2ccccc2)N(S(=O)(=O)c2ccccc2)C1=O	1	/	-5	2	-12	-13	-2	-1	-4[fluorescence artefact?]
CC(NC(=O)c1cncc(Br)c1)c1ccc(S(N)(=O)=O)cc1 (stereo not drawn)	0	-1	3	21	4	-8	-2	4	-7
O=C1OCCC1Sc1nc2ccccc2c(=O)n1Cc1ccccc1 (stereo not drawn)	2	13	1	11	5	5	-1	5	-5
CCOC(=O)Nc1sc(=S)n(C)c1C	-4	-2	-7	4	-21	6	-3	-1	84*
O=P(Cc1ccncc1)(c1ccccc1)c1ccccc1	-1[fluorescence artefact?]	-2	4	12	-3	6	-2	2	1
CC/C(O)=C1\C(=O)CC(C)(C)CC1=NCCc1nc2ccccc2[nH]1	1	0	-2	6	16	-1	2	1	-7
CC(C)NC(=S)N/N=C/C1=CCC2CC1C2(C)C (stereo not drawn)	4	-5	7	16	-18	14	2	-7	-6
CC(=O)Nc1ccc(NC(=O)CSc2nnc(C)c(=O)n2N)cc1	-2	-10	23	5	-12	2	2	5	-9
CCCc1cc(=O)[nH]c(SCCOc2ccc(OCC)cc2)n1	-2	-1	-5	-18	-6	-13	-1	-5	1
CCCCCn1c(=S)[nH]c2ncccc2c1=O	6	/	4	11	-5	-24	0	3	-12
CCOC(=O)/C(=C/c1ccc(F)cc1)NC(C)=O	-5	6	-13	1	-15	-5	7	-7	1[fluorescence artefact?]
CCn1c(Cc2c(C)[nH]c3ccccc23)nnc1SCC(=O)NCc1ccco1	-3	2	6	16	-7	-8	1	2	-12
CCOC(=O)N1CCN(S(=O)(=O)c2ccc3c(c2)CCN3C(=O)C2CC2)CC1	5	5	-26	3	-6	5	1	2	5
COc1cc([N+](=O)[O-])ccc1NC(=O)CSc1nc2ccccc2n1-c1ccccc1	-4	1	2	10	0	-13	0	0	-64[fluorescence artefact?]
COC(=O)c1sc(NC(=O)CSc2nnc(C(C)C)n2C)nc1C	-10	0	22	15	-4	31	1	-2	1[fluorescence artefact?]
COc1ccc(CCNC(=O)COc2ccc(C)nc2[N+](=O)[O-])cc1	-1	5	-5	3	-3	-5	-2	-3	-7
Cc1cccc(NC(=O)c2sc3nc(-c4ccc(F)cc4)cn3c2C)n1	-38	-31	-9	1	-15	-20	-3	-4	3[fluorescence artefact?]
CC(C)CN(Cc1c(O)ccc2ccccc12)CC(C)C	-2	-2	30	24	-90	23	0	-2	-1
O=C(CSCc1ccccc1Br)N/N=C/c1ccc2c(c1)OCO2	0	9	8	12	-8	-3	0	8	6
COc1cc(C(=O)NCCCNc2nc3cc(C)cc(C)c3cc2C#N)cc(OC)c1OC	-3	0	2	13	-5	3	-3	-5	7
CCN(Cc1ccccc1)C(=O)CN1C(=S)NC(C)(C)CC1C (stereo not drawn)	-8[fluorescence artefact?]	-1	12	21	-11	24	2	-4	14
CC(C)C(=O)NC(=S)Nc1ccccn1	0[fluorescence artefact?]	-1	0	2	-8	2	-1	20*	7[fluorescence artefact?]
COc1ccc(-c2cc(C(F)(F)F)n3nc(C(=O)O)cc3n2)cc1OC	-3	3	7	23	-13	-5	2	2	23
C/C(=C\c1ccc(C)o1)C(=O)c1c(C)cc(C)[nH]c1=O	-1	16	1	5	-15	-8	-1	2	14
CCOCC(=O)Nc1cc(C(=O)Nc2ccc(F)cc2)ccc1Cl	-3	4	-1	12	5	5	0	3	-10
CCC(=O)N(Cc1ccco1)c1nc(-c2ccc(OC)cc2)cs1	3	3	2	13	-9	-9	-2	7	2[fluorescence artefact?]
COc1cc(O)c2c(=O)cc(-c3ccccc3)oc2c1	3	5	1	4	2	1	-1	-1	1
CCOC(=O)c1cc(=O)n2nc(-c3ccc(C)cc3)nc2s1	4	-4	3	15	-6	-3	4	8	-2
CNC(=S)Nc1ccc2[nH]c(=O)[nH]c2c1	3	5	-6	-7	-14	-21	2	-1	-5
